RBX1-CUL1 inh – human ROC1-CUL1 E3 ligase inhibition; P62877+Q13616; inhibition, % at 10 µM; AID 1347404; in vitro K48 di-Ub FRET, acceptor:donor ratio, 45 min; actives 0.6% (n = 140,000); in the data active means inhibition above about 25%
Target sequence (P62877 whole entry, looked up): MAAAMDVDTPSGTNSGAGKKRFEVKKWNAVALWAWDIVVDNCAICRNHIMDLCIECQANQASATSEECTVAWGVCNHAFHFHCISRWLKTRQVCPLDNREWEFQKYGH
Target sequence (Q13616 whole entry, looked up): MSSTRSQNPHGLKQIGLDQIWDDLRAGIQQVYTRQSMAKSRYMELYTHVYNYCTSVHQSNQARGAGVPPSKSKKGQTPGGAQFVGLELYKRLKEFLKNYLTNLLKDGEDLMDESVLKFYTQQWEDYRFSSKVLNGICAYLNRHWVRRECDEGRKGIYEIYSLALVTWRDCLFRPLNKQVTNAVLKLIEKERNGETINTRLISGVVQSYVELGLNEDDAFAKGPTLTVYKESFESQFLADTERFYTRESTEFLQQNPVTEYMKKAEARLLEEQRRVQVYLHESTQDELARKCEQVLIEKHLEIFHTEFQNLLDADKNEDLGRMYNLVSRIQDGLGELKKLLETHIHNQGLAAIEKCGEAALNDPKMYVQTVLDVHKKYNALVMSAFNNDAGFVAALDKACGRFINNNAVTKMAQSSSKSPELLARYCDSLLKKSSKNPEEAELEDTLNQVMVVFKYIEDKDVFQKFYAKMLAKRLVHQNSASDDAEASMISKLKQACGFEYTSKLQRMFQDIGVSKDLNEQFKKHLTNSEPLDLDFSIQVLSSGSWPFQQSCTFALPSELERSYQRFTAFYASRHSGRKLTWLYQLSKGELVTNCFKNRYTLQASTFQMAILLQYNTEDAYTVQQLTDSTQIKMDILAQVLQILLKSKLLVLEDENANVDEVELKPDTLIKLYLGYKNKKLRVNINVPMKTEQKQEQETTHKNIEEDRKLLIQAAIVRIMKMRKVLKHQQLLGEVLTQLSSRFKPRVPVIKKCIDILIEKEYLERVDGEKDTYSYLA
* hit, by the source's call. Some of the compounds tested; the hit share may differ from the screen's.

canonical_smiles,RBX1-CUL1 inh
CCCS(=O)(=O)c1ncc(CN2CCCN(C=O)CC2)n1CC1CCCO1 (stereo not given),-5
CCCC(=O)Nc1nc2c(s1)CC(C(C)(C)C)CC2 (stereo not given),5
COc1ccc(CNC(=O)C2=CC(c3cccc(OC)c3)=NS(=O)(=O)N2C)cc1,-8
CC(C)(C)c1ccc(OCCn2c(=N)n(Cc3ccccc3)c3ccccc32)cc1,-4
O=C(CSC1=Nc2ccccc2C2=NC(Cc3ccccc3)C(=O)N12)Nc1ccccc1C(F)(F)F (stereo not given),-2
Cc1oc(-c2cccc(NC(=O)CC(C)C)c2)nc1CNC(=O)C1CCN(C(=O)N(C)C)CC1,-10
CC(C)(C)c1ccc(-c2nnc3sc(-c4cnccn4)nn23)cc1,10
COc1ccc2c(c1)c1c(c(=O)n(Cc3ccccc3)c(=O)n1Cc1ccccc1)n2C,-4
CCc1cccc(NC(=O)CCNS(=O)(=O)c2cccc3nonc23)c1,-1
C=C(C)CNc1ccc(C(=O)N2CCCC(COC)C2)cn1 (stereo not given),-6
Cc1c(-c2ccc(Cl)cc2)c(=O)oc2c(CN3CCOCC3)c(O)ccc12,3
O=C(Cn1cc(S(=O)(=O)Cc2ccccc2F)c2ccccc21)Nc1ccc(F)c(Cl)c1,-6
c1ccc(-c2oc3ncn4nc(-c5ccco5)nc4c3c2-c2ccccc2)cc1,-4
Cn1c(=O)n(CCCc2ccccc2)c(=O)c2c1nc1n2CCN1c1ccc(F)cc1,5
NS(=O)(=O)c1ccc(NC(=S)NCc2ccc3c(c2)OCO3)cc1,2
CCc1cc(CN2CCN(CCO)CC2)c(NC(=O)c2ccccc2)s1,-15
COC(=O)c1cc2oc3ccccc3c2n1Cc1ccccc1Cl,3
CCC(CC)C(=O)Nc1ccccc1C(=O)O,16
CSc1n[nH]c(-c2ccc(C)cc2)c1-n1cncn1,-6
COc1ccc(NC(=O)c2nn(C)c3c2CS(=O)(=O)c2ccccc2-3)cc1Cl,6
CCN1C(=O)/C(=C/c2ccc(F)c(Br)c2)SC1=S,2
COc1ccc(CCn2c(C)cc(C(=O)CSc3nnnn3-c3ccccc3)c2C)cc1,9
COc1ccccc1CNC(=O)c1cc2c(-c3ccc(Cl)cc3)nn(C)c2s1,-1
OC1CCN(CC2Sc3ccccc3Oc3ccccc32)CC1 (stereo not given),2
COc1ccc(CCNC(=O)C(C)n2nc(C)c3sc4ccccc4c3c2=O)cc1OC (stereo not given),-5
O=C1c2cccc([N+](=O)[O-])c2C(=O)N1CNc1ccccc1,-6
O=C(Nc1ccc(F)cc1F)c1cc2nc(-c3ccco3)cc(C(F)(F)Cl)n2n1,-3
COCCCN1C(=O)CC(CC(=O)N(C)Cc2n[nH]c3c2CCCCC3)(c2ccccc2OC)C1=O (stereo not given),8
Cc1cc2nc(Cc3cccc(CO)n3)[nH]c2cc1C,4
COc1ccc(CN2COc3ccc4c(oc(=O)c5ccccc54)c3C2)cc1OC,-6
COC(=O)CCC(=O)NC(=S)Nc1ccc(S(=O)(=O)Nc2cc(C)on2)cc1,3
COc1cc(/C=C2\SC(=O)N(Cc3ccccc3)C2=O)ccc1OCC(=O)O,5
CC(C)OC(=O)c1c(-c2ccc(F)cc2)csc1N,5
COc1ccc(Cn2cc(S(=O)(=O)c3ccc(C)cc3)c(=O)c3cc(F)ccc32)cc1,2
Cc1nc2scc(C)n2c(=O)c1S(=O)(=O)N1CCN(c2cccc(C(F)(F)F)c2)CC1,-8
N#Cc1cnc2c(N=Nc3ccccc3Cl)c(N)nn2c1-c1nc2ccccc2s1,-2
CCc1ccc(Cc2cnc(NC(=O)c3ccc4c(c3)CC(c3ccccc3)OC4=O)s2)cc1 (stereo not given),-6
CC1(C(=O)NCc2cccs2)CC1(Cl)Cl (stereo not given),6
Cc1ncc(CN2CCN(Cc3ccc(C)o3)C(CCO)C2)[nH]1 (stereo not given),7
Cc1cccc2nc(CSc3nc4ccccc4[nH]3)cn12,-4
CC(=O)Nc1ccc(C)c(OC(C)=O)c1,0
COc1ccccc1OCCCCn1c(-c2ccc(Cl)cc2)nc2ccccc2c1=O,-3
CN1CN=C2SC(CO)(CO)C(=O)N2C1,11
O=C(Nc1ccccc1OC(F)F)c1cccc(F)c1,-4
c1ccc2cc(-c3ccnc4ncnn34)ccc2c1,2
COC(=O)c1sc(C(=O)OC)c(Cl)c1Cl,5
Cc1cc(C)c2c3c(sc2n1)C(c1ccc(Cl)cc1)C(C#N)C(=N)O3 (stereo not given),2
CCc1ccccc1NC(=O)N(C)CCc1c(C)nn(C)c1C,-15
CC(=O)Nc1sc2c(c1C(=O)Nc1ccccc1)CCC(C)C2 (stereo not given),7
Cc1c(Cl)cccc1NC(=S)N1CCCC(CO)C1 (stereo not given),7
COC(=O)C1CCCc2c1[nH]c1ccc(Cl)cc21 (stereo not given),-6
CCOC(=O)c1oc2cc(OCC(=O)c3ccc(F)cc3)ccc2c(=O)c1-c1ccc(Br)cc1,-7
CN1CCC(N(C)C(=O)CC(c2cccc(O)c2)c2cccc(Cl)c2)CC1 (stereo not given),0
CCOC(=O)c1c(-c2ccc(OC)cc2)csc1NC(=S)NC(=O)CSc1ccccc1,-7
Cn1cnc([N+](=O)[O-])c1Sc1cccc(C(F)(F)F)c1,13
CC#CCN1C(=O)NC(CCc2ccccc2)(C2CCN(Cc3cccc(O)c3)CC2)C1=O (stereo not given),4
CCN(CC)c1sc(S(=O)(=O)c2ccccc2)nc1S(=O)(=O)c1ccc(C)cc1,-8
Cc1cccc(CC(=O)NCc2nc3cccnc3n2Cc2ccc(F)cc2)c1,3
Cc1ccc(COc2c(Br)cc(C3c4c(n[nH]c4C)OC(=N)C3C#N)cc2Br)cc1 (stereo not given),-14
CCn1cc(C(=O)Nc2ccc(S(=O)(=O)Nc3c(C)cc(C)cc3C)cc2)c(C)n1,0

Part of the list above, as labelled records:
CC(=O)Nc1sc2c(c1C(=O)Nc1ccccc1)CCC(C)C2 (stereo not given)
  RBX1-CUL1 inh = 7
CCN(CC)c1sc(S(=O)(=O)c2ccccc2)nc1S(=O)(=O)c1ccc(C)cc1
  RBX1-CUL1 inh = -8
CCOC(=O)c1oc2cc(OCC(=O)c3ccc(F)cc3)ccc2c(=O)c1-c1ccc(Br)cc1
  RBX1-CUL1 inh = -7
Cc1c(Cl)cccc1NC(=S)N1CCCC(CO)C1 (stereo not given)
  RBX1-CUL1 inh = 7

Other entries:
canonical_smiles,RBX1-CUL1 inh
CCCN1C(=O)C(O)(CC(=O)c2ccc(OC)c(OC)c2)c2ccccc21 (stereo not given),-8
C#CCN(Cc1cccc(OCC(O)CN2CCC(O)CC2)c1)C1CCCCC1 (stereo not given),-2
CCOC(=O)COc1c(Br)cc(/C=C2\SC(=O)N(CC(=O)N3CCCC3)C2=O)cc1OC,3
COCC(=O)N1CCC(Oc2ccccc2C(=O)N2CCCC(C(=O)CC(C)C)C2)CC1 (stereo not given),-4
COc1ccc(NC(=O)c2cc(S(=O)(=O)N3CCCC(C)C3)cn2C)c(OC)c1 (stereo not given),3
O=C(CN1CCCCC1)N1CCCC(N2CCN(Cc3ccc4c(c3)OCO4)CC2)C1 (stereo not given),6
CCOc1ccc(S(=O)(=O)c2cn(Cc3ccccc3)c3ccc(OCC)cc3c2=O)cc1,-4
O=C(CSc1ncc2c(n1)-c1ccccc1N(Cc1ccc(F)cc1)S2(=O)=O)NCc1ccccc1,10
COc1ccc(CNc2cc(-c3ccc(OC)cc3)nc3nncn23)cc1,2
COC(=O)c1cc2sc(Cl)cc2n1Cc1nc(-c2ccccc2F)oc1C,2
O=C(CCn1cnnn1)N1CCCC(CCc2ccccc2F)C1 (stereo not given),11
CCOC(=O)c1cnc2c(C)cccc2c1Nc1ccc(OC(C)C)cc1,-4
O=C1OCCN1CCNc1nncc(-c2cccc3ccccc23)n1,1
O=C(Nc1cccc(-n2cccn2)c1)C1CCCN1C1CCSCC1 (stereo not given),-3
COc1cc(/C=C2\SC(=O)N(c3ccc(Cl)cc3)C2=O)cc(OC)c1OC,-4

At a glance, part of the list above:
canonical_smiles,RBX1-CUL1 inh
CCCN1C(=O)C(O)(CC(=O)c2ccc(OC)c(OC)c2)c2ccccc21 (stereo not given),-8
C#CCN(Cc1cccc(OCC(O)CN2CCC(O)CC2)c1)C1CCCCC1 (stereo not given),-2
CCOC(=O)COc1c(Br)cc(/C=C2\SC(=O)N(CC(=O)N3CCCC3)C2=O)cc1OC,3
COCC(=O)N1CCC(Oc2ccccc2C(=O)N2CCCC(C(=O)CC(C)C)C2)CC1 (stereo not given),-4

More structures
canonical_smiles,RBX1-CUL1 inh
Cc1ccc(C)c(NC(=O)CSc2ccc3nc(-c4ccccc4)cn3n2)c1,12
COc1ccc(Cn2ccc3nc(C)c(C(=O)Nc4ccc(OC(F)(F)F)cc4)cc3c2=O)cc1,2
c1cc(CN2CCc3onc(-c4ccc5c(c4)OCO5)c3C2)ccn1,-6
S=C1SCN(C2CCCCC2)CN1C1CCCCC1,2
O=C(c1ccccn1)N1CCC2(CCCN(Cc3cccc(F)c3F)C2)C1 (stereo not given),2
Cc1ccc(NC(=O)NCCN2CCN(c3ccccc3)CC2)cc1C,4
Cc1onc(-c2c(F)cccc2Cl)c1C(=O)NCCC(C)C,-1
COc1ccc(N2N=C(C)/C(=C/C3C(=O)NC(=O)N(C)C3=O)C2=O)cc1 (stereo not given),4
O=C(c1cccs1)c1nn(-c2cccc(Cl)c2)c2nc(-c3ccccc3)cc(=O)n12,10
CC(=O)Nc1sc2c(c1C(c1ccccn1)N1CCN(C)CC1)CCCC2 (stereo not given),3
O=C(NC1CCCCC1)c1nnn(-c2ccccc2)c1-c1ccco1,11
CCOC(=O)c1cnc2ccc(OC)cc2c1Nc1ccccc1C(=O)O,0
CC(=O)c1ccc(S(=O)(=O)Nc2ccc(-c3cn4c(C)csc4n3)cc2)cc1,2
COC(C(=O)Nc1c(C)cccc1C(C)C)c1ccccc1 (stereo not given),-2
CNC(=O)c1nc(-c2ccccc2)n(-c2ccc(OC)cc2)n1,10
COC(=O)c1ccc(Cl)c(Cl)c1,-5
O=C(CN(CCc1ccccc1)S(=O)(=O)c1ccccc1)NCc1ccc(Cl)cc1,1
COc1cc(/C=C2\C(=O)NN(c3ccccc3)C2=O)ccc1OCc1ccccc1C,-6
Cc1c(C(=O)NCc2ccccc2)sc2nc[nH]c(=O)c12,-6
Cc1ccc(/C=C2\SC(=O)N(Cc3ccc(F)cc3)C2=O)cc1,5
O=c1cc(C2CCCN(C3CCN(c4ccc5c(c4)OCO5)CC3)C2)nc[nH]1 (stereo not given),6
CCOc1cc(/C=N/NC(=O)C(CSCc2ccccc2)NC(=O)c2cc([N+](=O)[O-])cc([N+](=O)[O-])c2)ccc1OCc1ccccc1 (stereo not given),-1
O=S(=O)(NC1CCCCCC1)c1ccc(F)c(F)c1,-14
COc1ccc(C(=O)Oc2cc(-c3ccc4c(c3)OCO4)cc(=O)c3c(C)oc(C)c23)cc1,3
COc1ccc(CCNC(=O)CCc2ccc(S(=O)(=O)NCCc3ccccc3)cc2)cc1,2
Cc1cc(-c2ccccc2)nc(N/N=C/c2ccc(O)cc2O)n1,1
O=C(Cn1c(SCC(=O)Nc2ccc(F)cc2)nc2ccccc21)NCc1ccccc1Cl,4
N#CC1C(c2ccccc2)N(c2ccccc2)C2c3ccccc3C=CN12 (stereo not given),3
CC1CCC(C(C)C)C(OC(=O)c2ccccc2C[n+]2cccc(C(N)=O)c2)C1 (stereo not given),-19
CCC(=O)N1CCc2cc(Br)cc(S(=O)(=O)N3CCC(C(=O)Nc4ccc(OC)cc4)CC3)c21,2
Cc1ccc(-c2c3c(nc4sc(C(=O)Nc5ccc(C(C)C)cc5)c(N)c24)CCCC3)o1,4
O=C1C(=C2SCCS2)CC/C1=C\c1ccc2c(c1)OCO2,7
O=C1CC2(CCCCC2)c2sc([N+](=O)[O-])cc21,7
CCOc1ccc(-n2c(SCCOc3ccc(C)cc3)nnc2-c2ccncc2)cc1,0
COc1cc(SC)ccc1C(=O)n1cnc2cc(C)c(C)cc21,-1
N#CC1C(=N)Oc2c(ccc3ccccc23)C1c1ccc(OCc2ccc(Cl)c(Cl)c2)cc1 (stereo not given),-6
Cc1ccc(SCC(=O)Nc2nc(C(C)(C)C)cs2)cc1,6
N#CCCC(C#N)(CCC#N)c1ccccc1,0
Cc1csc(Nc2ccccc2)n1,9
COc1ccc(C2OC(O)C3C(c4ccc(OC)c(OC)c4)OC(O)C23)cc1OC (stereo not given),5
CC(C)c1ccc(NC(=O)c2cnn3c(C(F)F)cc(-c4ccccc4)nc23)cc1,3
O=C(Nc1sc2c(c1C(=O)O)CCCCC2)c1cccs1,13
COc1cc(CNCCO)cc(Cl)c1OCc1ccc(Cl)cc1Cl,4
Brc1ccc(-c2nnc(-c3ccco3)nc2N2CCCCC2)cc1,4
CSc1ncnc2[nH]c(=O)cnc12,1
COc1ccc(-c2nc(NC(=O)CSCC(=O)O)sc2C)cc1,1
CCC1C(=O)N=C(SCC(=O)NC(c2ccccc2)c2ccccc2)N(c2ccccc2C)C1=O (stereo not given),0
CS(=O)(=O)N1CCC(C(=O)N2CCN(Cc3ccccc3)CC2)CC1,-1
COc1ccccc1CN1CC(C(=O)N(C)CCC2CCOCC2)CCC1=O (stereo not given),5
Cc1ccc2nc(-c3cccc(NC(=O)c4cccc5ccccc45)c3)oc2c1,0
COC(=O)[C@@H]1CCCN1C(=O)CC1(c2ccccc2C)CC(=O)N(Cc2ccncc2)C1=O (stereo not given in full),8
CCOc1cccc(C(=O)Nc2cc(-c3ccc(C)cc3)no2)c1,-2
